ERp5 inh: ERp5 (human) disulfide isomerase inhibition | Q15084 | ERp5 insulin aggregation, absorbance 650 nm, 90 min | inhibition, % at 9.99 µM | 0.05% of 350,000 active;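 active = mean replicate inhibition above about 25%, with every replicate also reaching it, limit read from the data, passing the limit was not always enough; inconclusive = only one of those two criteria met; inactive = neither criterion met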
Target sequence (Q15084 whole entry, looked up): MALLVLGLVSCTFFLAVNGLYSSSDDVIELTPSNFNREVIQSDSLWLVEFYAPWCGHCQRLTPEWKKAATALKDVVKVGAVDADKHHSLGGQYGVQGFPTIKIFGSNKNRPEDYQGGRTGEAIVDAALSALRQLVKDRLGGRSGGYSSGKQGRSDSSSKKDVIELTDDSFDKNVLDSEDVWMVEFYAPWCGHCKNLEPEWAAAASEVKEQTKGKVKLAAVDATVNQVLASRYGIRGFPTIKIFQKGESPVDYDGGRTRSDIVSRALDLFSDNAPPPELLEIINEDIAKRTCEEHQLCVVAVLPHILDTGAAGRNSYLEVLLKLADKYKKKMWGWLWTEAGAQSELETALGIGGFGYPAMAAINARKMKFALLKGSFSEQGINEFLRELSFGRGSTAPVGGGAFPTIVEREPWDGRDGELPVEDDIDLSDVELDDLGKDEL
SIRT5 inh: sirtuin-5 (human) deacylase inhibition. Q9NXA8. Purified SirT5, succinyl-peptide AMC, trypsin-coupled fluorescence. inhibition, % at 15 µM. 1.1% of 330,000 active. AID 652115; in the data active = inhibition above about 15%; inconclusive = no clear call, values can overlap the other calls
Target sequence (Q9NXA8 whole entry, looked up): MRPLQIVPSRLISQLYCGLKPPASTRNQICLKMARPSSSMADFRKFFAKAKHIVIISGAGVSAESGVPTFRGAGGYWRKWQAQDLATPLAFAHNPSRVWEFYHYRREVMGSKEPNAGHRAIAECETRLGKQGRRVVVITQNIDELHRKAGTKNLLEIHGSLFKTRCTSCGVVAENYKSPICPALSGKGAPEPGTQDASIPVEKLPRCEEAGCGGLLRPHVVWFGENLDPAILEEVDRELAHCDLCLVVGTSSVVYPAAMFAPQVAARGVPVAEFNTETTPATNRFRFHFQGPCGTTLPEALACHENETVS
Casp6 inh: caspase-6 (human) enzyme inhibition | 0.53% of 350,000 active | purified caspase-6, Z-VEID-R110 cleavage fluorescence | P55212 | inhibition, % at 12.5 µM;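 active = mean inhibition across replicates at least about 35%, with every replicate also reaching that limit, limit read from the data; inconclusive = only one of the two criteria met; inactive = neither criterion met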;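 also: 0% = median of neutral control wells and 100% = no fluorescence left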
Target sequence (P55212 24-179 limits assumed): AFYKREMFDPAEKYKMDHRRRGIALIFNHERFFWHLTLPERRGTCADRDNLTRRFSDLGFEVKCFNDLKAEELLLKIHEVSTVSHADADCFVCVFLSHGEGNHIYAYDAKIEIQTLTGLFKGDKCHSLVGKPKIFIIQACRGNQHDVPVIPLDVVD
Target sequence (P55212 194-293 limits assumed): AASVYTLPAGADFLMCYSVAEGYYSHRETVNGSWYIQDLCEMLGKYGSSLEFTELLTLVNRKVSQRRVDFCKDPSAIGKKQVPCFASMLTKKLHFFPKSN
DENV2 CPE rescue: inhibitors of DENV2 cytopathic effect | DENV2-infected cells, cytopathic effect rescue, plate reader | CPE inhibition, % at 9.99 µM | 1.7% of 350,000 active; in the data active = CPE inhibition above about 20%, passing the limit was not always enough; inconclusive = no clear call, values can overlap the other calls; tested in BHK-21 cells;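 also: 0% = median of neutral control wells and 100% = median of positive control wells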
ERAP1 inh: ERAP1 (human) enzyme inhibition; recombinant ERAP1, Leu-AMC fluorescence, 60 min; 0.15% of 340,000 active; inhibition, % at 10.7 µM; AID 652197; Q9NZ08;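 active = mean replicate inhibition of at least 30%, or all replicates individually reaching that 30% level; inactive = mean below 30% and not every replicate reaching it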;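 also: 0% = neutral control wells and 100% = L-leucinethiol positive control wells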
CFTR F508del cor: CFTR F508del correction in bronchial cells; CFBE cells, YFP halide quenching; stimulated with forskolin plus potentiator P3; % fluorescence drop versus neutral controls; activity (quench increase), % at 7.58 µM; 0.36% of 350,000 active;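 active = mean added fluorescence quench of at least 8% versus neutral control, with both replicates also reaching 8%; inconclusive = only one of the mean or replicate conditions met; inactive = mean below 8% and not both replicates reaching 8%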;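 also: cells transiently co-express mutant CFTR-F508del with the halide-sensitive YFP; corrector assay measuring rescue of mutant channel to the surface after 24 h compound exposure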
miR-122 sensor: miR-122 inhibition in Huh7 cells | AID 602342 | Huh7 miR-122 Renilla luciferase sensor, 48 h; neutral wells = 0, positive control = 100 | activation (reporter increase), % at 12.5 µM | 0.3% of 340,000 active;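 active = mean replicate activation score at least 90 and every replicate individually at or above 90; inconclusive = only one of the two criteria met; inactive = neither criterion met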;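 also: higher luciferase means less miR-122 activity so hits act as miR-122 inhibitors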
An asterisk follows results filed as active; ? = inconclusive; · = not tested or not shown; [ ] = another dose, or the depositor's remark. This is a random part of the collection; overall some 4% were active at least once.

1: COc1ccc(Cl)c(CNC[C@H]2O[C@@H](n3cnc(C(N)=O)n3)[C@H](O)[C@@H]2O)c1
2: NS(=O)(=O)c1cccc(NC(=O)CC23CC4CC(CC(Br)(C4)C2)C3)c1
3: COc1cccc(-c2nc3nc(C)cc(C)n3c2NC2CCCC2)c1
4: CC(C)(C)NC(=O)/C(=C\c1ccco1)NC(=O)c1cccs1
5: Cc1nc2ccc(C(=O)NCCCN3CCCC3=O)cn2c1N(C)C(=O)CCc1ccccc1
6: Cc1ccc(C(=O)NCC(=O)OCc2nnc(-c3ccc([N+](=O)[O-])cc3)o2)s1
7: CN(C)C(=O)c1ccc(NC(=O)c2ccccc2Sc2ccccc2C#N)cc1
8: CCOc1ccc(Cl)cc1-c1cc(C(=O)Nc2ccc(Br)cc2)[nH]n1
9: C[C@@H]1CN([C@H](C)CO)S(=O)(=O)c2ccc(C#CC3CC3)cc2O[C@H]1CN(C)C(=O)c1ccccn1
10: CCO[C@H]1OC(C(=O)N2CCN(C)CC2)=C[C@@H](c2coc3ccccc3c2=O)[C@@H]1CCCO

Assay by compound	1	2	3	4	5	6	7	8	9	10
ERp5 inh	4.6	0.4	-6.5	1.4	-11.3	-3.5	-5.0	4.1	8.3	-2.3
SIRT5 inh	·	-4.7	5.7	-1.0	-2.3	0.7	0.7	0.2	1.1	-2.8
Casp6 inh	-5.6	19.7	4.5	2.4	-6.2	6.7	0.0	-0.3	-0.7	-0.5
DENV2 CPE rescue	-4.9	0.6	29.6*	·	2.8	-2.3	-6.5	-11.2	-5.0	6.2
ERAP1 inh	·	0.3	-0.6	1.4	7.4	2.7	-0.7	2.3	0.6	-4.8
CFTR F508del cor	-4.3	0.1	0.5	-0.2	-0.9	-0.3	0.6	4.0	2.7	1.8
miR-122 sensor	0.7	3.1	·	-1.4	-0.8	·	·	0.5	6.4[16.7 µM]	-6.5

Compound profiles, from the list above. Values in the order: ERp5 inh	SIRT5 inh	Casp6 inh	DENV2 CPE rescue	ERAP1 inh	CFTR F508del cor	miR-122 sensor
CN(C)C(=O)c1ccc(NC(=O)c2ccccc2Sc2ccccc2C#N)cc1 in the list: -5.0	0.7	0.0	-6.5	-0.7	0.6	·
NS(=O)(=O)c1cccc(NC(=O)CC23CC4CC(CC(Br)(C4)C2)C3)c1 in the list: 0.4	-4.7	19.7	0.6	0.3	0.1	3.1
C[C@@H]1CN([C@H](C)CO)S(=O)(=O)c2ccc(C#CC3CC3)cc2O[C@H]1CN(C)C(=O)c1ccccn1 in the list: 8.3	1.1	-0.7	-5.0	0.6	2.7	6.4[16.7 µM]

Further entries:
11: CCCCN(Cc1ccccc1)C(=O)C1CCN(S(=O)(=O)c2c(C)noc2C)CC1
12: O=C(CC1CC1)Nc1ccc2c(c1)[C@H]1C[C@@H](CC(=O)N3CCOCC3)O[C@@H](CO)[C@H]1O2
13: O=C(CCc1ccccc1)Nc1ccc(NC(=O)C2CCCCC2)nc1
14: Cc1ccc(S(=O)(=O)NCC(=O)NCC2COc3ccccc3O2)cc1C (configuration not stated)
15: CN(C)S(=O)(=O)N1CCN(S(=O)(=O)N(C)C)CC1
16: Cc1ccc(S(=O)(=O)N2CCOCC2)cc1NC(=O)COC(=O)C1=COCCO1
17: CCC(=O)Nc1nc2c(s1)COc1ccccc1-2
18: Cc1noc(C)c1NC(=O)N(C)C[C@H]1OCCCC[C@H](C)Oc2ccc(NS(=O)(=O)c3ccccc3)cc2C(=O)N([C@H](C)CO)C[C@@H]1C
19: CCN(CC)C(=O)CCSc1nnc(-c2ccncc2)o1
20: Cc1ccc(S(=O)(=O)N(CC(=O)NC2CC2)c2ccc(C)c(Cl)c2)cc1

Assay by compound	11	12	13	14	15	16	17	18	19	20
ERp5 inh	-0.1	·	-2.7	6.0	-1.1	-0.2	5.3	-1.4	4.8	-3.7
SIRT5 inh	-0.2	·	-1.2	3.0	7.4	-0.6	-3.0	0.6	-3.1	1.3
Casp6 inh	-1.5	·	-1.2	6.4	-1.9	1.3	0.0	0.9	-1.1	-0.5
DENV2 CPE rescue	0.9	4.4	4.6	-0.3	4.4	1.1	11.7	8.6	-3.0	-1.0
ERAP1 inh	-1.6	·	1.7	0.4	3.3	-0.3	2.7	-1.6	1.3	0.2
CFTR F508del cor	-1.9	-0.1	-0.2	0.7	0.1	-0.4	-0.6	-0.2	-0.8	2.9
miR-122 sensor	-1.1	6.2[16.7 µM]	·	-11.3	0.7	-4.9	-3.1	5.4[16.7 µM]	·	10.5

21: COCCNc1ncnc2c1ncn2[C@H]1CN(Cc2ccc3c(c2)OCO3)C[C@@H](CO)O1
22: Cc1ccc(CCC2C3=C(CCCC3=O)OC3=C2C(=O)CCC3)cc1
23: CC1CCCCC1NC(=O)CCCc1nc2ccccc2c(=O)[nH]1 (configuration not stated)
24: Cc1cc(Br)cn2c(Cc3ccccc3)c(C3CCCCC3)nc12
25: CC1(C(=O)NCc2ccccc2)CSCC(=O)N1CCOc1ccccc1 (configuration not stated)
26: O=C(COC(=O)CN1C(=O)c2cccc([N+](=O)[O-])c2C1=O)NC1CCS(=O)(=O)C1 (configuration not stated)
27: Cc1ccc(-c2[nH]c(-c3ccc(Cl)cc3)nc2SCC(=O)NCC2CCCO2)cc1 (configuration not stated)
28: C[C@@H](c1ccccc1)N1C[C@H](COCc2ccccc2)Oc2cc(N3CC[C@H](N(C)C)C3)ccc2S1(=O)=O
29: C[C@@H]1CN([C@@H](C)CO)C(=O)Cc2cc(NC(=O)Nc3ccc4c(c3)OCO4)ccc2O[C@H]1CN(C)Cc1ccccc1
30: COc1ccc(S(=O)(=O)N(C)CC(=O)NCc2cccnc2)cc1

Assay by compound	21	22	23	24	25	26	27	28	29	30
ERp5 inh	-1.9	-2.2	-4.1	11.7	-5.1	8.4	3.0	-7.4	-1.0	12.5
SIRT5 inh	-3.9	1.6	-1.5	-4.1	1.0	·	0.7	-3.1	7.1	-1.1
Casp6 inh	-2.9	6.3	-4.1	-1.5	-0.8	3.5	0.1	-1.2	-2.3	-3.4
DENV2 CPE rescue	-6.4	-2.8	-0.7	?	-6.3	·	-1.2	?	-6.5	·
ERAP1 inh	-0.9	4.9	-4.4	-0.4	·	-3.2	2.4	15.6	-1.0	5.7
CFTR F508del cor	1.0	·	-1.0	-3.4	-1.9	0.1	-0.3	-0.1	2.8	·
miR-122 sensor	-2.2	7.2	-29.7	·	·	·	10.8	·	-11.5[16.7 µM]	-3.3

31: COCC(=O)Nc1ccc2c(c1)OC[C@@H](C)N(Cc1cc(F)ccc1F)C[C@@H](C)[C@H](OC)CN(C)C2=O
32: C[C@H]1CN([C@@H](C)CO)C(=O)c2cc(NC(=O)Nc3ccccc3)ccc2O[C@H]1CN(C)Cc1ccc(C(=O)O)cc1
33: O=C(C1CCC1)N1CCN(c2cccc(C(F)(F)F)c2)CC1
34: Cc1noc(C)c1S(=O)(=O)Nc1ccc2c(c1)C(=O)N([C@@H](C)CO)C[C@@H](C)[C@@H](CN(C)Cc1ccc(-c3ccccc3)cc1)O2
35: Cc1nn2cc(-c3cccc(Cl)c3)cnc2c1Cl
36: CCN(C(=O)c1cccc(NC(=O)c2ccccc2)c1)C1CCCCC1
37: OC[C@@H]1[C@H](c2ccc(C#Cc3ccccc3)cc2)[C@H]2CN(CC3CCOCC3)CCCCN12
38: CC(=O)c1ccc(N2CCN(C(=O)c3ccc4ccccc4n3)CC2)cc1
39: CC(=O)c1cccc(CN2CCc3ccc(NC(=O)C4CCCO4)cc3C2)c1 (configuration not stated)
40: C[C@@H]1CN([C@H](C)CO)C(=O)CCCn2nncc2CO[C@H]1CN(C)C(=O)Nc1ccccc1C(F)(F)F

Assay by compound	31	32	33	34	35	36	37	38	39	40
ERp5 inh	-4.6	3.6	5.7	10.9	0.3	4.3	9.3	-1.1	3.2	-4.9
SIRT5 inh	-3.2	6.2	-3.7	6.7	-3.7	1.0	1.7	-0.2	-3.3	7.4
Casp6 inh	-0.1	-1.1	-0.9	-1.3	3.2	1.4	-0.5	1.2	-2.7	0.5
DENV2 CPE rescue	9.1	-4.5	-0.5	-2.0	4.9	14.1	-9.4	9.7	-4.0	-10.8
ERAP1 inh	-0.5	0.6	1.0	2.3	-1.4	0.2	0.6	-0.3	-2.7	-0.9
CFTR F508del cor	0.8	-3.1	2.6	2.4	0.6	0.0	-1.2	-2.9	3.1	0.1
miR-122 sensor	·	2.7[16.7 µM]	·	40.6[16.7 µM]	0.0	-1.8	-4.2[16.7 µM]	·	-2.7	-4.5[16.7 µM]

41: COc1ccc(-n2nc(C(=O)NCC(=O)N3CC(C)CC(C)C3)c3ccccc3c2=O)cc1 (configuration not stated)
42: C[C@H](CO)N1C[C@H](C)[C@@H](CN(C)C(=O)Nc2ccc(F)cc2)OCCCC[C@H](C)Oc2ccc(NC(=O)Nc3ccccc3)cc2C1=O
43: C[C@@H]1CCCCO[C@H](CN(C)C(=O)CCC(F)(F)F)[C@@H](C)CN([C@@H](C)CO)C(=O)c2cc(NC(=O)c3ccncc3)ccc2O1
44: C[C@H](CO)N1C[C@H](C)[C@@H](CN(C)Cc2ccncc2)Oc2ccc(NC(=O)CCC(F)(F)F)cc2CC1=O
45: CC(C)C[C@H]1CNC(=O)C(=O)N1C[C@@H]1CCCN1C[C@H](Cc1ccccc1)N1C[C@H](CC(C)C)N(CC2CCCCC2)C(=O)C1=O
46: Cc1cc(C(=O)NC2CC2)c2ccccc2n1
47: CCCCOc1ccc(C(=O)NCC(=O)N2CC=C(c3ccccc3)CC2)cc1
48: N#C[C@@H]1[C@@H](c2ccccc2-c2cccc(F)c2)[C@@H](CO)N1C(=O)C1CC1
49: COc1ccc2[nH]c(=O)c(CN(Cc3ccccc3)C(=S)NCC3CCCO3)cc2c1 (configuration not stated)
50: CCOC(=O)c1c(C)[nH]c(C(=O)CC(=O)OC)c1C

Assay by compound	41	42	43	44	45	46	47	48	49	50
ERp5 inh	2.8	-0.1	·	-1.8	-2.4	8.2	1.9	-0.5	7.5	0.4
SIRT5 inh	-1.4	9.0	·	-0.9	3.7	-2.0	10.8	-2.3	-2.9	-4.5
Casp6 inh	0.7	1.0	·	-3.7	-3.8	1.3	1.9	0.7	5.0	-1.3
DENV2 CPE rescue	3.4	-7.1	-2.3	·	?	16.0	6.2	-4.4	·	6.2
ERAP1 inh	3.6	-0.6	·	-0.9	-3.6	2.6	-1.0	0.6	0.3	11.5
CFTR F508del cor	0.7	-2.0	2.0	-3.0	-2.6	3.3	-5.1	3.3	-1.1	·
miR-122 sensor	-4.5	1.1[16.7 µM]	-0.1[16.7 µM]	-4.2[16.7 µM]	·	·	-3.0	·	·	0.9

51: O=C(N/N=C/c1ccc(F)cc1)c1ccc(Br)cc1
52: O=C(Nc1ccccc1)N1CCCCN2[C@H](C1)[C@H](c1ccc(C#CC3CC3)cc1)[C@@H]2CO
53: C=CCN(CC=C)C(=O)C(=O)c1ccn(-c2c(C)csc2C(=O)OC)c1
54: CC(=O)Oc1ccc(C(=O)[C@H]2[C@H]3C(=O)N(c4ccc(C)cc4C)C(=O)[C@H]3[C@@H]3C=CC=NN32)cc1
55: O=C(C[C@H]1C=C[C@H](NC(=O)CCN2CCCCC2)[C@@H](CO)O1)NCc1ccc(Cl)c(Cl)c1
56: CCOC(=O)/C(=C/c1c(C)n(C)c2ccc([N+](=O)[O-])cc12)C(C)=O

Assay by compound	51	52	53	54	55	56
ERp5 inh	1.6	-8.8	3.1	-2.6	-2.4	1.5
SIRT5 inh	-5.4	6.1	6.5	0.6	1.9	-6.4
Casp6 inh	0.1	-4.0	3.9	2.4	-3.1	0.2
DENV2 CPE rescue	-12.9	-5.3	7.5	4.1	1.0	6.2
ERAP1 inh	0.2	-0.2	-0.1	3.3	5.0	1.2
CFTR F508del cor	-2.5	-1.0	-0.3	1.6	1.0	·
miR-122 sensor	15.3	56.1[16.7 µM]	-8.7	·	7.4[16.7 µM]	·

Compound activity as filed in PubChem BioAssay.
